Kir21 inh – Kir2.1 (mouse) channel inhibition. P35561. HEK293-Kir2.1, FluxOR thallium flux fluorescence; active compounds read low. B-score at 10 µM. 310,000 compounds, 0.85% hits. AID 1672;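 active means fluorescence ratio B-score at or below minus 3 SD of library scores, with starting-brightness B-score within 2 SD, cut at about -4.2 in these data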;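 further: channel flux triggered by added potassium and thallium sulfate stimulus; B-score of peak minus minimum fluorescence over baseline after thallium stimulus; more negative B-score means stronger Kir2.1 block with less thallium influx; some compounds called inactive have numbers as strong as hits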
KCNQ2 inh – KCNQ2 channel blockers in CHO-K1 cells – cell-based, FluxOR thallium flux, B-score, primary screen (AID 2156). O88943. 20 min; active compounds read low. B-score at 10 µM. 310,000 compounds, 1.1% hits;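 active means fluorescence ratio B-score at most minus 3 library SDs, with starting brightness B-score within 2 library SDs, cut at about -5.5 in these data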
Target sequence (O88943 whole entry, looked up): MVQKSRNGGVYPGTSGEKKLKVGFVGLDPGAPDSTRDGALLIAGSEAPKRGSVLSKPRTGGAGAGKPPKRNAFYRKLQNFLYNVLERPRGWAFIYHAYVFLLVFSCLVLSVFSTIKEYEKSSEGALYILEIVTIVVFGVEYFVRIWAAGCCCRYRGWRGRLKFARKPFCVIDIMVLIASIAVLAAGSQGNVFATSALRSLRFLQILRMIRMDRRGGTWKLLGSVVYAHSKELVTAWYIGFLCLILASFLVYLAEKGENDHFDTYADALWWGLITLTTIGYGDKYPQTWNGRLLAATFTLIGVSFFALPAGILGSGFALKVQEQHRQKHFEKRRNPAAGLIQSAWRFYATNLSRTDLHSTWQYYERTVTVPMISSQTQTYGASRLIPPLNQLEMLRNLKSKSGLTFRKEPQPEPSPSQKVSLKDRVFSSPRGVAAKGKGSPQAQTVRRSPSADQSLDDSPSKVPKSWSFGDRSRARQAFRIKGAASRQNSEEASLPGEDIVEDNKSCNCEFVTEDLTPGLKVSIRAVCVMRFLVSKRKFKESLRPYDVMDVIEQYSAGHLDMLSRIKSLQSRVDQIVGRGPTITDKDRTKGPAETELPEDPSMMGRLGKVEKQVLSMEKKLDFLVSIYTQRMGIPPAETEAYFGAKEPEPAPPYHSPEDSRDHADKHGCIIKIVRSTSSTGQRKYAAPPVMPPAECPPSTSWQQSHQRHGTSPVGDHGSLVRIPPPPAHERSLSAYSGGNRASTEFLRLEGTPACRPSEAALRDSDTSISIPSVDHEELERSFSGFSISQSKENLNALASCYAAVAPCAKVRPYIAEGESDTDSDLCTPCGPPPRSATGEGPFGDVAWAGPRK
Starred values were filed as active, the others as inactive; i = inactive.

Kir21 inh	KCNQ2 inh	Structure
2.2	i	COCCN(CCOC)S(=O)(=O)c1ccc(C(=O)Nc2c(C)n(C)n(-c3ccccc3)c2=O)cc1
-1.1	i	CN(C)CCNc1ncnc2sc(-c3ccccc3)cc12
0.93	i	O=c1cc(COn2nnc3ccc(C(F)(F)F)cc32)nc2sccn12
-1.1	i	Cc1ccccc1CSCc1nc(N)nc(Nc2ccccc2C)n1
-2	i	Cc1ccccc1OCC(=O)Nc1ccc(S(=O)(=O)Nc2ccccn2)cc1
0.72	i	CC(=O)N1c2ccc(S(=O)(=O)NCCC(=O)Nc3ccc(C)c(Cl)c3)cc2CC1C (stereo not given)
-2.4	i	Cc1ccc(CNC(=O)C2CC3Cn4c(nc5ccccc54)C3N2C)o1 (stereo not given)
-0.22	i	O=C(NC(N1CCOCC1)C(Cl)(Cl)Cl)c1ccc(F)cc1 (stereo not given)
1.7	i	Cc1cccc(N(CC(=O)N2CCCCCC2)S(C)(=O)=O)c1C
0.04	i	N#Cc1ccccc1NC(=O)COc1ccc2c(c1)OCO2
0.68	i	Cc1ccc(-c2c(C(=O)N3CCOCC3)oc(=O)c3ccccc23)cc1
-0.03	i	O=C(COC(=O)c1nc(Cl)ccc1Cl)NCc1cccs1
-0.15	i	Cc1ccc(S(=O)(=O)Nc2nc(C)c(C(=O)NNS(=O)(=O)c3ccccc3)s2)cc1
-0.26	i	COc1cc(-c2[nH]ncc2CN2CCCC2c2nonc2C)cc(OC)c1OC (stereo not given)
3.5	i	Nc1ccc(C(=O)Nc2ccc3nc(-c4cccnc4)[nH]c3c2)cc1
-1.9	i	Cc1nc2ccc(C(=O)N3CCN(c4ccccc4)CC3)cc2s1
0.03	i	CC(C)(C)n1nc2c(c1NC(=O)c1cc3ccccc3o1)CS(=O)(=O)C2
0.02	i	Cc1cc(NC(=S)N(Cc2cccc(Br)c2)CC2CCC(C(=O)O)CC2)ccc1Cl (stereo not given)
-0.19	i	OCCN1CCN(C(=S)Nc2cccc(C(F)(F)F)c2)CC1
0.01	i	CC(c1n[nH]c(=S)n1-c1ccccc1)N1CCCCC1 (stereo not given)

(further entries)
Kir21 inh	KCNQ2 inh	Structure
1	i	COc1ccc(C(=O)CCNc2cccc(Cl)c2)cc1
1.8	i	COc1ccc(/C=C2\N=C(SC)N(C)C2=O)cc1
-0.48	i	O=C1SC(SCc2ccccc2)=N/C1=C\c1ccco1
1.6	i	NNCCc1ccccc1
1.6	i	Cc1ccc(/C=N/NC(=O)c2c(-c3ccccc3)noc2C)c(O)c1
0.06	i	COc1ccc(/C=N/Nc2nc(-c3ccc(Cl)cc3)cc(C(F)(F)F)n2)cc1OC
0.17	i	CCOC(=O)c1ccccc1NC(=O)COC(=O)C(CC(C)C)NC(N)=O (stereo not given)
3.2	i	COC(=O)CN1C(=O)CSc2ncccc21
-0.43	i	CC(C)(C)c1ccc(C(=O)NCCCNC(=O)c2ccco2)cc1
1.4	i	COc1ccc2c(c1)O[C@H]1c3ccc(O)cc3OC[C@@H]21
0.03	i	Cc1ccc(NC(=O)C2CC(=O)Nc3ncnn32)cc1Cl (stereo not given)
-0.82	i	COc1ccc(C2c3c(ncn(Cc4ccco4)c3=N)Oc3ccc4ccccc4c32)cc1 (stereo not given)
0.04	i	O=C(CSc1ccc(-c2ccc(-n3cccn3)cc2)nn1)Nc1ccc([N+](=O)[O-])cc1
-2.8	i	CC(CNc1ccc([N+](=O)[O-])c2cccnc12)Nc1c([N+](=O)[O-])cc(C(F)(F)F)cc1[N+](=O)[O-] (stereo not given)
1.9	i	CCNC(=S)N1CCCC(C(N)=O)C1 (stereo not given)
0.75	i	Cc1ccc(C(=O)N2CCOCC2)cc1Cl
1.6	i	CCCCNC(=S)N(C)/N=C/c1ccc(OCC(=O)Nc2ccc(OC)cc2)c(OC)c1
-0.21	i	COc1ccc(-n2c(C)nc3cc(C(=O)N4CCOCC4)ccc32)cc1
0.04	i	O=C(NCc1ccccn1)/C(=C/c1ccco1)NC(=O)c1ccccc1
-1.1	i	COc1cccc(Nc2nc3ccccc3n2C(C)C)c1

Next part, overlapping the part above by three compounds.
Kir21 inh	KCNQ2 inh	Structure
-0.21	i	COc1ccc(-n2c(C)nc3cc(C(=O)N4CCOCC4)ccc32)cc1
0.04	i	O=C(NCc1ccccn1)/C(=C/c1ccco1)NC(=O)c1ccccc1
-1.1	i	COc1cccc(Nc2nc3ccccc3n2C(C)C)c1
-0.27	i	Cc1ccc2cccc(S(=O)(=O)N3CCN(c4ccccc4F)CC3)c2n1
0.71	i	COc1cccc(C2=NO[C@@H]3C(=O)N(c4ccc5c(c4)OCCO5)C(=O)[C@H]23)c1OC
0.65	i	CCC(=O)c1ccc(N2CCOCC2)c(F)c1
-1.4	i	O=C(N/N=C/c1cccc(OC(=O)N2CCOCC2)c1)c1cccs1
0.48	i	Cc1ccc(S(=O)(=O)NCC(=O)N(CC(=O)NCc2ccc(F)cc2)CC2CCCO2)cc1 (stereo not given)
0.18	i	Cn1nccc1C(=O)N1CCN(c2ncccn2)CC1
-0.66	i	COc1cccc2cc(C(=O)N3C(C)CCCC3C)c(=O)oc12 (stereo not given)
-0.04	i	O=C(CCc1c[nH]c2ccccc12)OCc1cccc(C(F)(F)F)c1
-0.35	i	CCCCCc1ccc(S(=O)(=O)NCCc2ccncc2)cc1
0.59	i	CC(=O)c1ccc(N2C(=NC(=O)C(C)C)SC3CS(=O)(=O)CC32)cc1 (stereo not given)
0.1	i	O=C(NCc1ccccc1Cl)C1CCN(S(=O)(=O)c2ccc(N3CCCC3=O)cc2)CC1
0.7	i	CON1C(=O)C(=O)N(OC)C2CCCCC21 (stereo not given)
0.21	i	Cc1ccc2nc(SCC(=O)Nc3cccc([N+](=O)[O-])c3)[nH]c2c1
-0.11	i	O=c1c2ccccc2cnn1Cc1n[nH]c(=S)n1-c1cc(Cl)cc(Cl)c1
0.01	i	CN(C)c1ccc(-c2nnn(CC(=O)Nc3ccc4c(c3)OCCO4)n2)cc1
0.78	i	CCOC(=O)CSc1n[nH]c(NC(=O)c2cccc(C(F)(F)F)c2)n1
0.36	i	CC(C)(C)c1ccccc1NC(=O)NC1CCN(Cc2c(F)cccc2Cl)CC1
0.1	i	NS(=O)(=O)c1ccc(CNC(=O)c2cc(-c3cccs3)nc3ccccc23)cc1
-0.46	i	O=C(COc1ncnc2ccccc12)Nc1ccc(Cl)c([N+](=O)[O-])c1
-0.35	i	N#Cc1ccccc1NC(=O)CSC1=Nc2ccccc2C2CC=NN12 (stereo not given)

Filtered by structure, the compounds so far containing an aryl thioether with sulfur outside any ring
Kir21 inh	KCNQ2 inh	Structure
0.04	i	O=C(CSc1ccc(-c2ccc(-n3cccn3)cc2)nn1)Nc1ccc([N+](=O)[O-])cc1
0.21	i	Cc1ccc2nc(SCC(=O)Nc3cccc([N+](=O)[O-])c3)[nH]c2c1
0.78	i	CCOC(=O)CSc1n[nH]c(NC(=O)c2cccc(C(F)(F)F)c2)n1

Going on with the list:
Kir21 inh	KCNQ2 inh	Structure
0.05	i	CCCCOc1ccc(-c2ncc(N)cn2)cc1
-0.85	i	COC(=O)C1=C(Nc2cc(Cl)cc(Cl)c2)CSC1
2.2	i	O=C(O)C1CC=CCC1C(=O)NNc1ccccc1 (stereo not given)
-0.97	i	O=C(Oc1ccc(Cl)c2cccnc12)N1CCCCCC1
0.46	i	CC(=NCCc1c(C)[nH]c2ccc(OC(F)(F)F)cc12)C1=C(O)CC(c2ccccc2)CC1=O (stereo not given)
-0.72	i	Cc1cccc(N2CC(C(=O)Nc3ccc(S(=O)(=O)Nc4nccs4)cc3)CC2=O)c1C (stereo not given)
0.87	i	COc1ccc(CC(=O)NCc2ccc(-n3cccc3)cc2)cc1OC
-0.25	i	COC(=O)/C(=C/c1ccco1)NC(=O)c1ccc(Br)o1
-1.3	i	O=C(NC12CC3CC(CC(C3)C1)C2)N1CCC(O)(c2ccc3c(c2)OCO3)CC1
0.28	i	Cc1csc(=O)n1CCC(=O)OCC(=O)Nc1ccc(C(N)=O)cc1
0.18	i	CCOCC(=O)Nc1ccc([N+](=O)[O-])cc1OC
0	i	CCn1c(/N=C/c2c[nH]c3ccccc23)nc2ccccc21
0.61	i	Cc1cc(/C=N/Nc2nc(N)ncc2[N+](=O)[O-])c(C)n1-c1cccc(C(F)(F)F)c1
-0.39	i	CN(C)c1ccc(Nc2ccc([N+](=O)[O-])cn2)cc1
-1.9	i	Cn1cccc1C(=O)NC(=O)COC(=O)CC12CC3CC(CC(C3)C1)C2
1.5	i	CC(C)(C)NS(=O)(=O)c1ccc(OCC(=O)NCC2CCCO2)cc1 (stereo not given)
0.7	i	O=C(Nc1ccc(Cl)cc1)c1cccc(S(=O)(=O)Nc2ccccn2)c1
0.18	i	Cn1c(Cc2ccccc2)nnc1SCC(=O)NC1CCCCC1
0.27	i	CSc1nc(NNC=O)cc(Oc2ccc(NC(C)=O)cc2)n1
0.06	i	Cc1cc(C(F)(F)F)c2c(N)c(C(=O)NC3CC3)sc2n1

Reprinted from the part before: 3 compounds, then new ones.
Kir21 inh	KCNQ2 inh	Structure
0.18	i	Cn1c(Cc2ccccc2)nnc1SCC(=O)NC1CCCCC1
0.27	i	CSc1nc(NNC=O)cc(Oc2ccc(NC(C)=O)cc2)n1
0.06	i	Cc1cc(C(F)(F)F)c2c(N)c(C(=O)NC3CC3)sc2n1
-0.64	i	O=C1[C@H]2[C@@H](c3ccc(F)cc3)N3C(=O)N(c4cccc(Cl)c4)C(=O)[C@@]3(Cc3ccccc3)[C@H]2C(=O)N1C1CCCCC1
-1.2	i	O=C(CSc1ccc(-c2ccco2)nn1)N1CCCCCC1
0.32	i	CC(=O)N(c1ccc2oc(=O)sc2c1)S(=O)(=O)c1ccc(C(=O)O)cc1
-1.7	i	COc1ccc(NC(=O)Cn2c3ccccc3c3nc4n(c(=O)c32)CCS4)cc1
3.7	i	Cn1c(/N=C/c2cc(Cl)ccc2O)nc2ccccc21
0.09	i	O=C(O)c1nn(CCOc2ccccc2F)c(=O)c2ccccc12
-0.26	i	COc1ccc(-c2cc(C(=O)Nc3cc(S(=O)(=O)N4CCOCC4)ccc3N3CCOCC3)c3ccccc3n2)cc1
-1.4	i	O=C(c1ccc(F)cc1)N1CCCC(C(=O)N2CCCCC2)C1 (stereo not given)
-0.01	i	Oc1ccc(N=Nc2ccc3c(c2)OCO3)c2ccccc12
-0.86	-5.7*	Cc1cc(C)nc(SC2c3cccc4cccc(c34)C2NS(=O)(=O)c2ccccc2)n1 (stereo not given)
-0.57	i	FC(F)(F)c1cccc(CN2CCC(c3cc(-c4cccs4)n[nH]3)CC2)c1
0.29	i	COc1ccc(/C=C/C(=O)c2ccc([N+](=O)[O-])o2)cc1
-4	i	C#CCNC(=O)C1=C[C@@H](C2CCCCC2)C[C@@H](OCc2ccc(CO)cc2)O1
1.1	i	O=C(N/C(=C/C=C/c1ccccc1)C(=O)N1CCOCC1)c1ccccc1Cl
0.03	i	O=C(NC1CCCC1)C(c1ccncc1)N(C(=O)c1csnn1)c1ccc(F)cc1 (stereo not given)
-0.22	i	CN1CCN(c2oc(Cc3cccc4ccccc34)nc2C#N)CC1
-1.1	i	O=[N+]([O-])c1cccc(NC(=S)N2CCN(S(=O)(=O)c3ccccc3)CC2)c1
-0.2	i	COC(=O)c1cc(S(=O)(=O)NCC2CCN(Cc3ccccc3F)CC2)c[nH]1
0.5	i	Cc1[nH]n(-c2ccccc2)c(=O)c1C(c1cccc([N+](=O)[O-])c1)c1c(C)[nH]n(-c2ccccc2)c1=O
0.73	i	COc1ccc(S(=O)(=O)Nc2ccccc2-c2nc3ccccc3[nH]c2=O)cc1

Other structures
Kir21 inh	KCNQ2 inh	Structure
0	i	CCC(=O)c1ccc(OCC(=O)Nc2ccccc2C(=O)N2CCCCC2)cc1
1.2	i	NC(=O)c1ccc(NC(=O)COC(=O)/C=C/c2cn(-c3ccccc3)nc2-c2cccnc2)cc1
-0.93	i	Cc1cc([N+](=O)[O-])nn1CCCC(=O)NC(C)c1ccccc1 (stereo not given)
-1.4	i	O=C(CCl)N1c2ccccc2CCc2ccccc21
-0.45	i	COc1ccc(OCC(=O)OC(C)CN2CCOCC2)cc1 (stereo not given)
1.3	i	COc1ccc(CN2C(=O)c3cccc4cccc(c34)C2=O)cc1
0.98	i	Nc1cc2c(cc1C(=O)c1cccc(Br)c1)OCCO2
-0.68	i	COc1ccc(NC(=O)CCCn2nc(C)c3c(C)n(-c4ccccc4)nc3c2=O)cc1OC
-0.62	i	CCCn1c(=N)c(C(=O)NCc2ccc3c(c2)OCO3)cc2c(=O)n3cccc(C)c3nc21
-0.61	i	CCCCC(=O)Nc1cccc(-c2nnc(-c3ccccc3)o2)c1
0.23	i	O=C(/C=C/Nc1ccccc1)c1ccccc1
0.32	i	CCOc1ccc(CCNC(=O)CN2C(=O)CCSc3ccccc32)cc1OCC
1.2	i	COC(=O)[C@H](CC(C)C)NC(=O)Nc1ccc(S(N)(=O)=O)cc1
0.98	i	COc1cc(NC(=O)c2cc([N+](=O)[O-])ccc2NC(=O)CN2CCN(c3ccccn3)CC2)cc(OC)c1

Assay outcomes: PubChem, Johns Hopkins Ion Channel Center
